Source: PubChem (National Center for Advancing Translational Sciences (NCATS))
12-hLO inh: inhibitors of human 12-lipoxygenase (ALOX12). P18054. purified 12-hLO, xylenol orange hydroperoxide absorbance. Potency, µM (series often up to 57.1 µM), without a hit: top-dose activity change, negative = inhibition, actives largely listed as inhibitors. actives 0.12% (n = 150,000). AID 1452; note: potency is the fitted concentration of half-maximal effect; nearly all actives have a fitted effect of over 55% in size; many of its hits are not listed in these tables
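Purified human 12hLO (150 nM final) was preincubated with compounds for 15 min at room temperature in 25 mM Hepes pH 7.0, 0.01% Triton X-100, then reacted with 40 uM arachidonic acid for 30 min. Hydroperoxide was detected with ferrous iron/xylenol orange.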
PNC inhibitor: inhibitors of perinucleolar compartment assembly; PC3M PTB-GFP, PNC prevalence imaging, 16 h; stronger effect = lower value; activity change (PNC), negative = inhibition, % at 10 µM; actives 3.1% (n = 140,000);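 active = readout at or below -70, meaning at least 70% loss of cells showing the perinucleolar compartment, a nuclear body marking cancer cells; inconclusive = readout between -30 and a set limit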;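 note: plate controls were DMSO wells for no effect and camptothecin positive control wells for full effect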
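Read-out is percentage of cells bearing a perinucleolar compartment, from automated 20x imaging of fixed, Hoechst-stained PC3M PTB-GFP cells. Cells were seeded 4 h, then exposed 16 h to compound (23 nl of library stock) in duplicate plates.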
ALOX15B inhib: 15-hLO-2 (ALOX15B) enzyme inhibition; O15296; purified 15hLO-2, xylenol orange hydroperoxide absorbance; Potency, µM (highest dose often 57.1 µM), inactives show top-dose activity change, negative = inhibition, usual class: inhibitors; actives 0.56% (n = 110,000); note: potency is the fitted concentration of half-maximal effect; nearly all actives have a fitted effect of over 60% in size; many of its hits are not listed in these tables
Target sequence (O15296 whole entry, looked up): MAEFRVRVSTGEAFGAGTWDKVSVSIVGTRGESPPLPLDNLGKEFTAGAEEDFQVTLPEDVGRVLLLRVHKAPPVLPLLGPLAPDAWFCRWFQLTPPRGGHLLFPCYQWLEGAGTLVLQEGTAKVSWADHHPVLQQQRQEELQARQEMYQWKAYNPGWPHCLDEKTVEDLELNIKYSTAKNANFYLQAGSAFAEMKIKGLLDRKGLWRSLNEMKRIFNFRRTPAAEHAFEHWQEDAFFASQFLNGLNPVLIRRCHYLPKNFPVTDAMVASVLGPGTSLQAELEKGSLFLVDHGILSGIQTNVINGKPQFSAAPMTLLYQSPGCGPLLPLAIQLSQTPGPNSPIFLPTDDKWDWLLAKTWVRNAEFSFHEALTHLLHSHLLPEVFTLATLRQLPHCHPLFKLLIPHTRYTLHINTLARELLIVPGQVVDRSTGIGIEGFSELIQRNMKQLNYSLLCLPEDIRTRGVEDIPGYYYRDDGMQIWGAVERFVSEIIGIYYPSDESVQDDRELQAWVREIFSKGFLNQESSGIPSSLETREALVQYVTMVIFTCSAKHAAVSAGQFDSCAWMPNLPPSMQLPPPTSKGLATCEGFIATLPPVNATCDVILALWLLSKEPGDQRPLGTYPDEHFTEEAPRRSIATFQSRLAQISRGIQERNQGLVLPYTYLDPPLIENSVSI
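Purified human 15hLO-2 (50 nM) preincubated 15 min with compound, then 45 uM arachidonic acid for 90 min at RT in 25 mM Hepes pH 7.5, 0.01% Triton X-100. Hydroperoxide detected by Fe-xylenol orange; 573/405 nm absorbance ratio.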
IMPase cell inh: IMPase inhibition in cells | inhibition (IP1 accumulation), % at 46.1 µM | P97697 | AID 901 | CHO-M1 cells, IP1 accumulation, HTRF TR-FRET ratio | 120,000 tested, under 10 active; active = well fitted curve in the direction sought with a large enough effect in the signal ratio, not every such curve was filed as active; inconclusive = small, poorly fitted or top-dose-only effect, or a change in a side signal; inactive = no such curve, though single readings can be large or run the other way; the % refers to the signal ratio;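 note: cells stimulated with carbachol in lithium chloride buffer; plate controls were DMSO basal wells for no effect and reference inhibitor wells for full effect; higher means more IMPase inhibition seen as more IP1 and lower FRET ratio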
Target sequence (P97697 whole entry, looked up): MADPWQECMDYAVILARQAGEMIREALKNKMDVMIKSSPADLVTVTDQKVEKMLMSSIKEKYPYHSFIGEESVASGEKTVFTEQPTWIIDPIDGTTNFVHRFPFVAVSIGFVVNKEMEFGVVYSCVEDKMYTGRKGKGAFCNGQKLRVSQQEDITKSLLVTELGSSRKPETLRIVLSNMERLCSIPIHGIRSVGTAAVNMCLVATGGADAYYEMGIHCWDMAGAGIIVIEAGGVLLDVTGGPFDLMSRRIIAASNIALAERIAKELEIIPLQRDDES
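Cellular IMPase inhibition is scored as a rise in cytosolic IP1, detected by competitive TR-FRET between d2-labelled IP1 and a europium anti-IP1 antibody. M1-expressing CHO cells were stimulated with carbachol for 30 min at 37C, with lithium (50 mM LiCl) present in the buffer.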
The depositor's hits bear a star; ? = inconclusive; · = not tested or not shown; & = joins results of further samples; [ ] = remark or other dose. Unless noted, calls come from the whole dose curve; as a rule, active = well fitted curve in the direction sought with a large enough effect; inconclusive = small, poorly fitted or top-dose-only effect, or another doubt; inactive = no such curve, though single readings can be large; an effect the other way counts as inactive or inconclusive. Unless noted, % is set by controls: 0 for no effect and ±100 for the full control effect. Only part of the results is shown (hit frequency here may not be typical).

Below each compound – 12-hLO inh, PNC inhibitor, ALOX15B inhib, IMPase cell inh
CC1CCc2nc(NC(=O)C3CC3)sc2C1 (centres undefined)
    -2%, -25, 17%, -7
O=P(Cc1ccccn1)(c1ccccc1)c1ccccc1
    3%, 51, 3%, 8
CCOC(=O)Cn1cc(C(=O)c2cccs2)c2ccccc21
    -8%, ?, -4%, -7
Fc1ccc(SCCc2ccncc2)cc1
    4%&-7%, 71&29, 3%&4%, -4&8
COc1cc(/C=C(/C#N)c2ccc(F)cc2)ccc1OCc1ccc(C(=O)O)o1
    -14%, ?, -11%, 6
CCCCn1c(=O)c(F)cn(Cc2ccc(OC)c([N+](=O)[O-])c2)c1=O
    2%, -23, ·, ·
O=C(COc1ccc(S(=O)(=O)N2CCOCC2)cc1)Nc1ccc2c(c1)OCCO2
    -4%, 1, 0%, 8
COc1ccc(C2c3c(-c4ccccc4O)n[nH]c3C(=O)N2CCc2ccc(OC)c(OC)c2)cc1 (centres undefined)
    -19%, -20, ?, -1
O=C(NCCc1c[nH]c2ccccc12)c1cnc2sccn2c1=O
    -5%, 9, 1%, 2
O=c1c2ccccc2nc(CSc2ncnc3nc[nH]c23)n1-c1cccc(C(F)(F)F)c1
    -6%, -3, -2%, -4
COc1cc(C(C)=O)ccc1OCC(O)CNCC1(N2CCCCC2)CCCCC1 (centres undefined)
    -6%, 10, -2%, 2
CCc1cccc(NC(=O)Cc2ccc(OC)c(OC)c2)c1
    0%, -18, ·, ·
O=C(COc1cccc(Oc2ccccc2)c1)Nc1ncccn1
    10%, -10, 3%, -4
CC1CCCN(CCCOc2ccc(Cl)cc2Br)C1 (centres undefined)
    -18%, ?, ·, ·
O=c1c(C(c2ccccc2)c2c(O)nc3n(c2=O)CCCS3)c(O)nc2n1CCCS2
    1%, ?, 4%, 5
O=C(NC1CCS(=O)(=O)C1)/C(=C\c1ccccc1)NC(=O)c1ccccc1 (centres undefined)
    -1%, ?, ·, -2
Cc1ccc(S(=O)(=O)NC(C)(C)CSc2nnc(Nc3ccccc3)s2)cc1
    -11%, ?, -16%, 7
CCN1C(=O)/C(=C/c2cn(C)nc2C)SC1=S
    -15%, 30, -12%, -1
COc1ccc(S(=O)(=O)N(C)C)cc1NCC(=O)Nc1ccc(F)cc1F
    0%, 10, ·, ·
CC(=O)Nc1ccc(S(=O)(=O)Nc2nc(CN3CCOCC3)nc3sc4c(c23)CCCC4)cc1
    3%, -1, 8%, -7
CCc1c(O)c2c(c(O)c1C(C)=O)C(=O)c1c(cc(O)c(C(=O)O)c1C(=O)O)C2=O
    -19%[11.4 µM], ·, 16%[11.4 µM], ·
CCOC(=O)C1=C(c2ccccc2)N=c2s/c(=C\c3cccc(O)c3)c(=O)n2C1c1cccs1 (centres undefined)
    -5%, 10, -7%, -15
CCc1ccccc1NC(=O)N[C@H](C(=O)O)C(C)C
    0%, 0, 5%, 3
CCn1c(Cc2ccccc2)nnc1SCC(=O)Nc1nc(C)c(C)s1
    -2%, -11, 3%, -6
Cc1ccc(OCCC(=O)OCC(=O)Nc2ccc(Cl)cn2)cc1
    -10%, 8, 2%, -3
Cn1c(=O)oc2cc(S(=O)(=O)NCCC(=O)NC3CCCc4ccccc43)ccc21 (centres undefined)
    2%, -4, 1%, -1
COc1ccc(-c2noc(-c3ccccc3C(=O)Nc3cccnc3)n2)cc1
    -4%, -27, 5%, 3
O=C(c1ccco1)N1CCN(C(c2ccccn2)c2nnnn2C2CCCC2)CC1 (centres undefined)
    -1%, 39, ·, ?
CCS(=O)(=O)NCC(c1ccco1)N1CCN(c2ccccc2F)CC1 (centres undefined)
    1%, ?, ·, ·
c1csc(-c2nc3nc4ccccc4nc3n2Cc2ccc3c(c2)OCO3)c1
    -8%, ?, -17%, 4

Below each compound – 12-hLO inh, PNC inhibitor, ALOX15B inhib, IMPase cell inh
CCCC(=O)Nc1cccc(C(=O)Nc2nccs2)c1
    -2%, -14, 0%, 4
CN1CCN(CC(=O)Nc2sc3c(c2C#N)CCC(C(C)(C)C)C3)CC1 (centres undefined)
    0%, -86*, 38%[activator], ?
Brc1c(CSc2nc3ccccc3s2)nc2ncccn12
    -1%, -8, ·, -4
COc1ccc(C(=O)/C=C/Nc2cccc(O)c2)cc1
    -15%, 39, -4%, -3
COc1cccc(NC(=O)c2ccccc2-c2nc(-c3ccc(F)cc3)no2)c1
    -7%, ?, 11%[2.29 µM], -3
CCOC(=O)c1cc2c(=O)n3ccccc3nc2n(CC(C)C)c1=NC(=O)c1c(-c2c(F)cccc2Cl)noc1C
    0%, 11, ·, ?
CC(C)CC(c1nnnn1C(C)(C)C)N1CCN(C2CCCC2)CC1 (centres undefined)
    1%, 27, 3%, 11
COC(=O)c1cc(OC)c(OC)cc1NC(=O)CCCCCN1C(=O)CCC1=O
    -2%, 1, -2%[2.29 µM], -2
O=C(c1ccc(-c2ccccc2)cc1)N1CCN(c2ncccn2)CC1
    1%, 29, -2%, 9
COc1cccc2cc(C(C)=O)c(=O)oc12
    -8%, -24, -6%, -7
NC(=O)c1c(-c2ccccc2)oc2ccc(O)cc12
    0%, -2, 2%, -13
CCn1cc(C(=O)Nc2ccc(NC(=O)c3ccco3)cc2)c(=O)c2ccc(C)nc21
    6%, 31, ·, ·
COc1ccc(Cl)cc1C(=O)NCc1cn(C)nc1C
    11%, 94, -15%, 5
COc1ccccc1S(=O)(=O)Cc1ccc(C(=O)N2CCN(c3ccccn3)CC2)o1
    6%, -27, -3%, 8
Brc1ccc(-c2nnc(-c3ccccc3)c(N3CCSCC3)n2)cc1
    -3%, 8, 1%, 4
CCCOC(=O)c1ccc(NC(=O)C(CC)CC)cc1
    1%, -16, ·, ·
O=S(=O)(Nc1nc(CN2CCOCC2)nc2sc3c(c12)CCCC3)c1cc(F)ccc1F
    -14%, 11, 2%, -8
CCOC(=O)NC(=O)C(=CNc1ccccc1C)C(=O)NC(=O)OCC
    0%, -26, ·, ·
CC(NC(=O)CC(O)(C(F)(F)F)C(F)(F)F)c1ccccc1 (centres undefined)
    5%, -88*, 1%, -20
CCCc1ccc(C(C)NC(=O)c2cnccn2)cc1 (centres undefined)
    6%, 26, 3%, 3
O=C(CSc1nnc(-c2cccs2)n1Cc1ccccc1)NCc1ccc2c(c1)OCO2
    -3%, -4, -3%, 2
Cn1c(=O)oc2cc(S(=O)(=O)N3CCCC3)ccc21
    2%, 7, -1%, -1
COc1ccc(-c2cc(=NC(CC(C)C)C(=O)O)c3cc(C)ccc3o2)cc1 (centres undefined)
    0%, 82, ·, ·
COc1ccccc1C(c1nnnn1C(C)(C)C)N1CCCCCC1 (centres undefined)
    -8%, -15, -19%, 6
O=C(CCCn1c(=O)[nH]c2cc(Cl)ccc2c1=O)NCCCN1CCCC1
    4%, 22, 10%, 6
COc1ccccc1NC(=O)c1cc(S(=O)(=O)N2CCOCC2)ccc1Cl
    -6%, 18, 13%, -2
Cc1ccc(C(=O)NCc2ccccc2)cc1Br
    -3%, 39, ·, ·
COc1ccc2c(c1)c1nc3ccccc3nc1n2Cc1ccc(OC)c(OC)c1
    -1%, ?, ·, 0
O=C(CCN1C(=O)c2ccccc2C1=O)NC(=S)Nc1ccccc1
    -6%, ?, ·, -2
CCCC1CCC(c2ccc(C(N)=O)cc2)CC1 (centres undefined)
    6%, 9, 1%, -11

A draw from above in order of molar mass, smallest number first.
Below each compound – 12-hLO inh, PNC inhibitor, ALOX15B inhib, IMPase cell inh
NC(=O)c1c(-c2ccccc2)oc2ccc(O)cc12
    0%, -2, 2%, -13
CCCOC(=O)c1ccc(NC(=O)C(CC)CC)cc1
    1%, -16, ·, ·
Cn1c(=O)oc2cc(S(=O)(=O)N3CCCC3)ccc21
    2%, 7, -1%, -1

Next entries follow.
Below each compound – 12-hLO inh, PNC inhibitor, ALOX15B inhib, IMPase cell inh
COc1ccc(N2CCN(c3oc(COc4ccc(Cl)cc4Cl)nc3C#N)CC2)cc1
    -17%, -4, -23%, 11
CCOC(=O)CNC(=O)CSc1nc2ncc(Br)cc2[nH]1
    1%, -19, 2%, -4
CC1CCN(c2nnc(N)s2)CC1
    -3%, 8, 8%, 2
CCOC(=O)C/C(C)=N/NC(=O)c1cccs1
    -5%, ?, -10%, -21
Cc1cc(C)nc(/N=C2\NC(=O)CC(C(=O)O)N2c2ccc(Oc3ccccc3)cc2)n1 (centres undefined)
    2%, ?, -4%, 0
Cc1ccc(C)c(NC(=O)NCc2ccc(Cl)cc2)c1
    -6%[11.4 µM], ·, 0%[11.4 µM], ·
CCCNC(=O)CN(Cc1ccco1)S(=O)(=O)c1ccc(OCC)cc1
    -2%, 21, ·, ·
CC(=O)Nc1ccc2nc(-c3cccnc3)[nH]c2c1
    1%, -100*, ·, -16
CCCCn1c(N)c(N(CCC(C)C)C(=O)COC(=O)c2ccco2)c(=O)[nH]c1=O
    -14%, ?, 0%, 8
COc1ccc(NC(=O)Cn2nnc(C(=O)NCc3ccccc3)c2N)cc1Cl
    2%, ?, -1%, -8
CC1CCN(c2ccc(C(=O)Nc3nnc(C4CC4)s3)cc2[N+](=O)[O-])CC1
    -1%, -87*, ·, ·
COC(=O)c1cc(NCc2ccccc2F)ccc1N1CCOCC1
    -3%, ?, -15%, 0
O=C(Oc1ccc(Cl)c2cccnc12)c1cccc([N+](=O)[O-])c1
    ?, ?, ·, ·
Cc1cc(C)n(-c2ccc([N+](=O)[O-])cc2)n1
    -2%, -22, ·, -3
O=C1C(Cl)=C(N2CCN(c3ccccc3[N+](=O)[O-])CC2)C(=O)c2ccccc21
    4%, ?, ·, ·
Cc1cc(C)nc(SCc2ccc(C(=O)N/N=C/c3cccc(O)c3O)cc2)n1
    -3%, 8, ·, ·
Cc1ccccc1Cn1nc(C)c(NC(=O)c2sc3ccccc3c2Cl)c1C
    -12%, 35, 2%, 0
CN(C)c1nc(N)nc(CSc2n[nH]c(-c3ccccc3)n2)n1
    -2%, -29, -4%, 9
Cc1ccc(SCc2[nH]nc3c2C(c2ccc(C)o2)C(C#N)=C(N)O3)cc1 (centres undefined)
    ?, 10, -25%, 7
CC(=O)Nc1ccc(C(=O)CSc2nnnn2C(C)C)cc1
    -2%, ?, -1%, -12
O=C(c1ccccc1Oc1ccccc1)N1CCN(c2ccc(F)cc2)CC1
    2%, 34, -7%, 9
COCCCNC(=O)CCn1c(=O)c2ccccc2n(CC(=O)Nc2cc(Cl)ccc2C)c1=O
    3%, -29, -3%, -8
NC(=O)c1ccc(NC(=O)c2ccc3c(c2)OCO3)cc1
    -1%, 20, 3%, 3
O=C(NCCN1CCOCC1)c1noc2c1CCc1ccccc1-2
    0%, ?, 24%, 12
CC(C)(C)OC(=O)N1CCC[C@@H]1C(=O)N1CCC(C(=O)O)CC1
    0%, -16, -2%, -6
CCOc1cc(/C=C(\C#N)C(=O)NCC2CCCO2)ccc1O (centres undefined)
    -5%, ?, ·, 4&19
COc1ccc(Nc2nc3ccccc3nc2NS(=O)(=O)c2cccs2)cc1
    -1%, ?, -7%, 1
O=C(CN1C(=O)C2CC=CCC2C1=O)NC1CCCc2ccccc21 (centres undefined)
    3%, -2, -7%, 3
CC(=O)Nc1ccc(NC(=O)c2ccccc2Sc2ccc([N+](=O)[O-])cc2Cl)cc1
    -3%, -80*, ·, -7
Cc1cc2nc(SC(C)C(=O)O)[nH]c2cc1C (centres undefined)
    -7%, 24, 14%, 5

Below each compound – 12-hLO inh, PNC inhibitor, ALOX15B inhib, IMPase cell inh
O=C(c1cccc(Cl)c1)N(Cc1cccs1)C1CCS(=O)(=O)C1 (centres undefined)
    0%, -11, 9%, -8
N#CCC(=O)N1CCn2c1nc1ccccc12
    -2%, ?, -2%, 3
C#CCOCCOCCOCCNc1nc(N2CCN(C(=O)Cn3cc(CCO)nn3)CC2)nc(N2CCN(C(=O)[C@H](C(C)C)n3cc(CCO)nn3)CC2)n1
    -2%, 22, ·, ·
CCOc1c(Br)cc(CNCc2cccs2)cc1OC
    0%, ?, ·, 3
